Compound activity deposited in PubChem BioAssay by Sanford-Burnham Center for Chemical Genomics.
SENP8 block-1 – blocks the human protease SENP8 | purified SENP8, Z-RLRGG-aminoluciferin cleavage, luminescence | inhibition, % at 10 µM | 330,000 compounds, 1.2% hits | AID 2540; in the data active = inhibition above about 50%
SENP8 block-2 – inhibitors of human SENP8 protease; inhibition, % at 20 µM; recombinant SENP8, Nedd8 substrate fluorescence; 360,000 compounds, 0.64% hits; AID 602440; Q96LD8; in the data active = inhibition mostly above about 40%, no sharp cut-off; inactive = mostly below about 27%
PfGluPho inh – PfG6PD (Plasmodium falciparum) enzyme inhibition; PfGluPho enzyme, NADPH resazurin-diaphorase fluorescence; inhibition, % at 20 µM; 350,000 compounds, 0.78% hits;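 active = inhibition reaching at least a set limit at 20 µM in the primary screen, cut at about 59% in these data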;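 also: 0% = DMSO wells with substrate and 100% = DMSO wells lacking glucose-6-phosphate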
SENP6 block – inhibitors of human SENP6 protease | Recombinant SENP6 catalytic domain, aminoluciferin luminescence | 330,000 compounds, 1.8% hits | Q9GZR1 | inhibition, % at 10 µM;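 active = inhibition above about 50% at the single tested dose, limit read from the data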;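 also: plate controls were DMSO wells with enzyme for no effect and DMSO wells lacking enzyme for full effect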
Target sequence (Q9GZR1 628-1112 limits assumed): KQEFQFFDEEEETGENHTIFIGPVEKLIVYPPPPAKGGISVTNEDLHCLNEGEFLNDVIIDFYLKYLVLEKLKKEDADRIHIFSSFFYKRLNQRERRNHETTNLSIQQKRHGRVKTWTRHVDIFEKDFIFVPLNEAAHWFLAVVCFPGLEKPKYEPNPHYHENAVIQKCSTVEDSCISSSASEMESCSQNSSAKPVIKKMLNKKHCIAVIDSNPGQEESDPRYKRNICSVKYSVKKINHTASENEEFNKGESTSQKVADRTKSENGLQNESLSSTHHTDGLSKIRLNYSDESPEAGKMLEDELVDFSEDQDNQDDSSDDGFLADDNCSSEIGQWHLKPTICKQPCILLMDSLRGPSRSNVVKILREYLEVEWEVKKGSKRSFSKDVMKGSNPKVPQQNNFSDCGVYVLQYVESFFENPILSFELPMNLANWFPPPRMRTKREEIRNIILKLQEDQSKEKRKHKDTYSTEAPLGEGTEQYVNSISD
Apaf1 inhib – human Apaf-1 inhibition; O14727; inhibition, % at 20 µM; 330,000 compounds, 0.71% hits; reconstituted apoptosome caspase-3 activity, DEVD-Rh110 fluorescence; active = inhibition of at least 40% at 20 µM;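 also: plate controls were DMSO wells for no effect and DEVD-CHO caspase inhibitor wells for full effect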
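Material: reconstituted apoptosome with Apaf-1, cytochrome c, caspase-9, procaspase-3, dATP. Technique: Rh110 fluorescence intensity. Buffer or medium: pH 7.5 Hepes buffer with CHAPS, BSA, DTT. Times: 30 min plus 50 min, RT.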
SENP7 inh – inhibitors of human SENP7 protease; Q9BQF6; recombinant SENP7, Z-RLRGG-aminoluciferin luminescence, 40 min; inhibition, % at 5 µM; 330,000 compounds, 1.5% hits; AID 434973;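 active = inhibition above about 50% at the single test dose, limit read from the data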;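 also: plate controls were DMSO with enzyme for no effect and no enzyme buffer wells for full effect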
Target sequence (Q9BQF6 706-1050 limits assumed): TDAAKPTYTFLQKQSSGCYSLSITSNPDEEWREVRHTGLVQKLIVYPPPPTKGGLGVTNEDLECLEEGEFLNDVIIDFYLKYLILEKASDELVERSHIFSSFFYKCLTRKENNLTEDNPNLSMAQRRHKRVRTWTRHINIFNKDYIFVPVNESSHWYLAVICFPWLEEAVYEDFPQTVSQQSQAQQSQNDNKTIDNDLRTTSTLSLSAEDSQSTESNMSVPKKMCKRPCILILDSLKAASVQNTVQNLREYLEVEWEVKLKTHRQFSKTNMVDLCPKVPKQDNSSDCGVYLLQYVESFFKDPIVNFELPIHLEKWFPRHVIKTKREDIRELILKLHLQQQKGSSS
HKDC1 inhibitor – HKDC1 (human) hexokinase inhibition. recombinant HKDC1, G6PDH/diaphorase resazurin coupled fluorescence. inhibition, % at 20 µM. 340,000 compounds, 0.16% hits. AID 493160;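 active = inhibition above about 35% when tested at 20 µM, limit read from the data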;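 also: plate controls were DMSO wells with enzyme for no effect and DMSO wells lacking enzyme for full effect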
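Test system: Recombinant HKDC1 (HK5) hexokinase enzyme, produced in-house | Input: HKDC1 at 5 µg/mL | Buffer or medium: Tris pH 8.0 buffer with MgCl2, Tween-20, BSA, BME | Schedule: 90 min reaction incubation at room temperature, dark | Technique: Resazurin-to-resorufin fluorescence via G6PDH and diaphorase coupling, 525/613 nm | Controls: DMSO wells with and without enzyme mix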
SENP1 FRET inh – blocks the human SENP1 SUMO protease catalytic domain. AID 624204. inhibition, % at 10 µM. 360,000 compounds, 0.21% hits. recombinant SENP1 catalytic domain, CyPet-SUMO1-YPet FRET cleavage;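 active = inhibition at least 30% at 10 µM, raw YFP signal under a set limit, fluorescence ratio 0.5 to 1.5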;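 also: 0% = enzyme with DMSO and 100% = no enzyme wells; some results filed as inactive read as strong as hits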
Target sequence (Q9P0U3 419-644 limits assumed): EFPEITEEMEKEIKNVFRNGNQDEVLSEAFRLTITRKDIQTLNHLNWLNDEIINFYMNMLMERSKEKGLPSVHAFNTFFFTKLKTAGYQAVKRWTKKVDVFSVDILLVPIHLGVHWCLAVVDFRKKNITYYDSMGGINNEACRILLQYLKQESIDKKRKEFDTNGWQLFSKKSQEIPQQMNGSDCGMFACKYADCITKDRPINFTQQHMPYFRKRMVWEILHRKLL
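System: Recombinant human SENP1 catalytic domain, His6-tagged | Incubation: Enzyme reaction for 50 min at room temperature, dark | Medium: Tris pH 8 with BME, BSA, NP40 and catalase | Also added: 25 nM SUMO1 FRET substrate | Compound: 10 µM single point, 0.5% DMSO | Measured by: FRET fluorescence in CFP and YFP emission channels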
* marks the source's active call; other numbers are inactive results; nt = no result given.

SMILES	SENP8 block-1	SENP8 block-2	PfGluPho inh	SENP6 block	Apaf1 inhib	SENP7 inh	HKDC1 inhibitor	SENP1 FRET inh
O=C(COC(=O)C12CC3CC(CC(C3)C1)C2)Nc1nccs1	-10	6	-11	-12	-2	-5	-13	-1
CC(C)(C)NC(=O)Cn1nnc(-c2ccc(Cl)cc2)n1	2	2	0	3	-3	4	-6	1
COc1cc(OC)cc(-c2nnc(SCC(=O)Nc3cccc(C(=O)O)c3)s2)c1	0	-85	-29	-1	7	0	14	0
O=C(Nc1ccc(S(=O)(=O)N2CCCC2)cc1Cl)C1=COCCO1	-3	7	13	-9	-9	2	-6	2
CCCn1nc(C(=O)NNC(=O)c2ccc(OC(F)F)cc2)c2ccccc2c1=O	-8	8	-33	2	-2	2	5	-1
Cc1noc(C)c1COc1cccc(C(=O)NC(C)(C)C)c1	-2	17	-26	-14	7	-5	6	0
Cc1cccc(Nc2ncnc3ccc(Br)cc23)c1	10	-56	13	-5	7	-1	0	0
COc1ccccc1NC(=O)Cn1c(=O)oc2cc(S(=O)(=O)N3CCCC3)ccc21	-4	34	6	-1	5	-1	-3	3
COC(=O)Nc1c(C)nn(Cc2ccccc2C)c1C	-5	13	-16	1	-27	1	-11	-1
COc1ccc(CC2CCOC2=O)cc1 (stereo unspecified)	-1	15	5	-8	5	9	-5	2
Cn1nc(C(=O)NNC(=O)CCOc2ccc(C(C)(C)C)cc2)c2ccccc2c1=O	-6	11	6	-2	11	0	3	3
COc1ccc(-c2n(CC(=O)OC3CC(C)CCC3C(C)C)c3ccccc3[n+]2C)cc1 (stereo unspecified)	nt	-10	-10	nt	nt	nt	-12	2
CC(C)(C)C1c2[nH]c3ccccc3c2CCN1CCCn1cccn1 (stereo unspecified)	-2	-38	5	5	-16	4	-3	-23
Cc1c(N2C(=O)CSC2=S)c(=O)n(-c2ccccc2)n1C	3	-1	-12	-5	-2	-8	-4	1
CCOC(=O)N1CCN(C(=O)Cn2ccc3c(OC)cccc3c2=O)CC1	-3	-67	5	-17	10	-9	1	-2
C/C(CC(=O)NCc1ccco1)=N\NC(=O)CC#N	-2	-1	5	-2	-16	-4	-8	2
CCCc1cc(=O)[nH]c(SCC(=O)N2CCN(c3ccccc3)CC2)n1	3	6	17	12	-17	17	-9	1
CCOC(=O)C1=C(Nc2ccc(Br)cc2)CC(C)(O)C(C(=O)OCC)C1c1ccccc1 (stereo unspecified)	-2	-16	-7	-4	7	-1	-6	-1
COc1ccc(NC(=O)CN(C)C(=O)c2cc(-c3ccc(Cl)cc3)nc3ccccc23)cc1	8	3	9	-6	13	-4	1	0
COc1ccc(/C=C2\Oc3ccccc3C2=O)cc1	92*	-473	15	93*	7	97*	-1	0
COc1cc(-c2cc(-c3ccccc3)nc(SCC(=O)O)c2C#N)cc(OC)c1OC	1	-214	-5	-15	7	2	2	-8
COc1cc(/C=N/NC(=O)c2ccc(N3CCCC3=O)cc2)ccc1O	-1	-175	20	-8	-7	5	-7	-1
O=C(C1CCC1)N1CCN(S(=O)(=O)c2cccc(F)c2)CC1	2	21	4	-17	1	-2	-1	1
Cc1ccccc1OCc1nc2c3cnn(C)c3ncn2n1	-16	10	0	13	0	9	5	1
c1ccc(-c2csc(-c3cccnc3)n2)cc1	-15	-22	5	-27	-25	5	-6	-2

6 compounds picked at random from the list so far, as already listed:
SMILES	SENP8 block-1	SENP8 block-2	PfGluPho inh	SENP6 block	Apaf1 inhib	SENP7 inh	HKDC1 inhibitor	SENP1 FRET inh
COc1ccccc1NC(=O)Cn1c(=O)oc2cc(S(=O)(=O)N3CCCC3)ccc21	-4	34	6	-1	5	-1	-3	3
Cn1nc(C(=O)NNC(=O)CCOc2ccc(C(C)(C)C)cc2)c2ccccc2c1=O	-6	11	6	-2	11	0	3	3
O=C(C1CCC1)N1CCN(S(=O)(=O)c2cccc(F)c2)CC1	2	21	4	-17	1	-2	-1	1
COc1cc(OC)cc(-c2nnc(SCC(=O)Nc3cccc(C(=O)O)c3)s2)c1	0	-85	-29	-1	7	0	14	0
Cc1cccc(Nc2ncnc3ccc(Br)cc23)c1	10	-56	13	-5	7	-1	0	0
CCCc1cc(=O)[nH]c(SCC(=O)N2CCN(c3ccccc3)CC2)n1	3	6	17	12	-17	17	-9	1

(more compounds)
SMILES	SENP8 block-1	SENP8 block-2	PfGluPho inh	SENP6 block	Apaf1 inhib	SENP7 inh	HKDC1 inhibitor	SENP1 FRET inh
Cc1cc(N(C)N)nc(NC(=O)NS(=O)(=O)c2ccccc2Cl)n1	-2	17	-15	1	1	2	-2	1
Cc1cc(Cl)c(OCCCNC2CCCC2)c(Br)c1	4	20	0	1	7	1	-2	-1
O=C(NCCc1csc(-c2cccc(F)c2)n1)c1ccco1	-9	9	-15	-16	4	-3	-1	1
CC(=NNC(=O)c1ccncc1)c1cccc(Cl)c1	nt	-4	-9	nt	nt	nt	-6	2
CC(=O)c1c(C)[nH]c(C(=O)NCCc2c[nH]c3ccccc23)c1C	-12	2	-1	-20	5	1	-4	-1
Oc1ccc(C[C@H]2CNC(=S)N2CC2CCCN2C[C@H](Cc2ccc(O)cc2)N2C[C@H](Cc3ccccc3)N(CC3CCCCC3)C2=S)cc1 (stereo partly specified)	nt	8	0	nt	nt	nt	0	-1
CCCN(CCC)S(=O)(=O)c1ccc(C(=O)Nc2c(C)n(C)n(-c3ccccc3)c2=O)cc1	-9	12	-20	0	7	-6	9	1
COc1cccc(NC(=O)Cn2c(=O)c3c(ncn3Cc3ccccc3)n(Cc3ccccc3)c2=O)c1	-7	9	5	4	8	10	-6	0
CC(=O)c1cccc(S(=O)(=O)NCCCN2CCOCC2)c1	-4	10	2	-1	10	-4	1	1
CC(=O)c1c(Cl)nc2ccc(Br)cc2c1-c1ccccc1	-10	10	2	8	5	-4	1	1
O=C(COc1ccc2c(c1)CCC2)Nc1ccccn1	95*	6	5	97*	7	99*	-4	4
Cc1cccc(C)c1NC(=O)Cn1nc(-c2ccc(Cl)s2)ccc1=O	-7	-86	-5	3	6	-5	-1	2
NC(=O)C1CCN(c2nc(-c3ccccc3)nc3c2oc2ccccc23)CC1	nt	-138	-9	nt	nt	nt	-2	0
CCc1cc2c(NCC(=O)O)ncnc2s1	-4	8	-4	1	0	-1	0	0
CC(=O)N1CCN(CCN=CC2=C(O)CC(C)(C)CC2=O)CC1	-1	19	2	-8	-18	6	-8	2
CC(CCc1ccccc1)NCc1ccc(Cl)cc1Cl (stereo unspecified)	-13	21	23	-15	13	-12	-3	3
COC(=O)c1ccc(NC(=O)CSc2nnc(C3CC3)n2C)cc1	-3	10	-16	-9	4	6	1	3
COc1ccc(N/N=C(\C#N)C(=N)N2CCCCC2)cc1	-2	6	24	-1	-4	2	2	0
CCC(=O)Nc1cc(=O)[nH]c2ncnn12	-4	25	-14	-10	-15	-4	-2	-2
COc1ccc(-c2nn(-c3ccccc3)cc2C(=O)NC2CCC(C)CC2)cc1 (stereo unspecified)	-9	6	-21	-5	21	1	-3	0
COc1ccc(N(CC(=O)NCC2CCCO2)S(=O)(=O)c2ccc(C)cc2)cc1OC (stereo unspecified)	2	12	-7	1	0	7	-8	4
CCOC(=O)c1ccccc1NC(=O)COC(=O)c1ccc(C)c(S(=O)(=O)N2CCOCC2)c1	1	5	-24	-14	17	-4	-8	2
CCOc1ccc(/C=N/NC(=O)c2ccc(CSc3nc4ccccc4[nH]3)cc2)cc1	-7	-33	2	3	-3	-6	-5	1
Cc1cccc(CCNC(=O)C2CCCN(S(=O)(=O)c3cccc4nsnc34)C2)c1 (stereo unspecified)	-1	10	-6	-14	-5	2	-2	3
Cc1ccc(C)c(C(=O)N(Cc2nc(-c3ccc(Cl)cc3)no2)C(C)C)c1	5	17	14	-13	20	-4	2	4
SMILES	SENP8 block-1	SENP8 block-2	PfGluPho inh	SENP6 block	Apaf1 inhib	SENP7 inh	HKDC1 inhibitor	SENP1 FRET inh
CCCC(=O)NC1=C(C#N)C2(CCCC2)Cc2ccccc21	3	6	-1	-9	-8	1	-13	1
CCOC(=O)C1CCN(C(=O)COc2ccc([N+](=O)[O-])cc2)CC1	2	12	3	3	-3	2	-6	0
CCc1cccc2c1NC(=O)C21N2CCCC2C(C(=O)c2ccc3ccccc3c2)C12C(=O)Nc1ccccc12 (stereo unspecified)	1	4	10	2	8	1	2	-3
CC(C)c1ccc(OCC(=O)NC(=S)Nc2ccc3c4c(cccc24)CC3)cc1	-5	5	-10	12	8	8	-4	1
O=C(N/N=C/c1ccc(Cl)cc1Cl)C(=O)NC1CC1	-2	10	-18	-19	1	4	-9	1
CCn1cc(C(=O)O)c(=O)c2cc(F)c(N/N=C/c3ccccc3[N+](=O)[O-])cc21	-4	14	1	-6	12	2	-8	34*
CCCCCCCCCCCNC(=O)c1ccoc1C	3	7	-3	6	15	0	11	-12
NS(=O)(=O)c1cccc(NC(=O)COC(=O)CSCc2ccccc2)c1	-9	14	-12	-9	4	-7	7	3
C[n+]1nc(Nc2ccccc2)sc1-c1ccc(O)cc1	-8	17	3	-10	12	-5	0	1
CC(C)COc1ccc(C2NC(=O)NC2=O)cc1 (stereo unspecified)	-2	24	-4	-6	-10	5	-6	2
COc1cc(C(=O)NCC(=O)NC(C)c2ccc(-n3ccnc3)cc2)cc(OC)c1OC (stereo unspecified)	0	8	3	1	-4	-1	-6	0
Clc1ccc(SCCOCCN2CCOCC2)cc1	-1	9	3	2	-53	11	-4	1
NCCc1nnc(SCC(=O)Nc2cccc(Cl)c2)o1	8	-10	8	-3	9	4	-6	1
CCOc1ccc2nc(N(CCN(C)C)C(=O)c3cc4ccccc4cc3OC)sc2c1	-5	17	10	-5	25	0	-2	-1
CCOC(=O)N1CCN(C(=O)CN(c2cc(Cl)ccc2OC)S(=O)(=O)c2ccccc2)CC1	5	26	-9	-19	25	7	-2	1
CCc1ccc(N2CC(C(=O)Nc3nc4ccc(S(C)(=O)=O)cc4s3)CC2=O)cc1 (stereo unspecified)	5	10	-12	-15	6	3	6	-1
CSc1ccc(C(=S)N2CCN(C)CC2)cc1	6	9	50	3	-26	1	-14	-1
COc1cc2c(O)cc(C(=O)O)c(-c3cc(OC)c(OC)c(OC)c3)c2cc1OC	nt	-28	-4	nt	nt	nt	7	2
O=C1OCCN1C(=O)[C@H]1[C@H](c2ccc([N+](=O)[O-])cc2)C(c2cccc(Cl)c2)=NN1c1ccccc1	4	-8	13	0	9	-3	1	-5
Cc1cc2c(cc1S(=O)(=O)NCc1ccc(N(C)C)cc1)OCC(=O)N2	0	10	3	-14	8	-7	-6	3
COc1ccc(NS(=O)(=O)c2ccc(C)c(C(=O)N(C)Cc3ccc(OC)cc3OC)c2)cc1	14	9	-13	-9	14	-3	-1	-2
CCOC(=O)Nc1ccc(S(=O)(=O)N(C)C(C)C)cc1	-1	27	5	-8	12	0	-2	2
COc1cc(C(=O)O)ccc1OCc1ccncc1	6	8	0	2	-7	3	-7	-4
CC(C)c1nn2c(N)c(/C=C3\C=Nc4ccccc43)c(=O)nc2s1	-5	-15	-38	3	11	4	5	-160
COc1ccc(Cl)cc1NC(=O)CSc1nc2sccc2c(=O)[nH]1	3	-9	3	-18	5	6	-3	-5
O=C(O)C[C@H]1c2ccc(C(F)(F)F)cc2S(=O)(=O)N1C1CCCCC1	9	15	-16	-5	-3	0	2	1
CCOc1nc(OCC)nc(-n2cc(-c3ccccc3)nn2)n1	2	10	7	-10	2	-3	0	3
